High-throughput results deposited in PubChem by several laboratories.
TCR-CD3 inh: inhibitors of human TCR-CD3 interaction, primary screen, biochemical, fluorescence, TAMRA-labeled TCR probe. AID 651800, 2012. T-cell receptor (TCR). inhibition, % at 9.4 µM. 0.37% of 360,000 active; in the data active = inhibition above about 19%;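 also: recombinant mutant TCR 2C K166C tagged with TAMRA read by polarization; 0% = receptor in buffer alone and 100% = receptor with positive control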
SIAE primary: human SIAE inhibitors, primary screen, biochemical, fluorescence polarization, FP-Rh probe, 1536-well HTS; Sialate O-acetylesterase (Homo sapiens), Q9HAT2; SIAE FP-Rh probe binding; inhibition, % at 9.66 µM; 0.69% of 370,000 active; AID 1053197, 2014;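 active = inhibition above a cutoff: mean of compounds within the control limits plus 3 SD of those, cut at about 17% in these data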;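 also: 0% = plate median of compound wells and 100% = probe without SIAE protein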
LEDGF integ inh: blockers of LEDGF/p75-dependent integrase strand transfer – biochemical, TR-FRET, high throughput, primary screen; HIV-1 integrase (with human LEDGF/p75); inhibition, % at 3.7 µM; TR-FRET IN-LEDGF/p75 DNA integration, Eu/Cy5; 0.64% of 370,000 active;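 active = inhibition above the screen-wide mean plus 3 SD, cut at about 13% in these data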;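 also: signal is the Cy5 over europium emission ratio at 671 and 618 nm; 0% = plate median of compound wells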
PRMT1 inh: PRMT1 methyltransferase inhibitors, primary screen, biochemical, fluorescence polarization; 1.3% of 370,000 active; AID 652257, 2013; recombinant PRMT1, activity-based probe fluorescence polarization; inhibition, % at 2.79 µM; Protein arginine N-methyltransferase 1 (Homo sapiens), Q99873;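 active = inhibition above about 21% made by adding two undisclosed values, limit read from the data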
HTRA1 inhibitor: HTRA1 serine protease inhibitors, primary screen, biochemical, fluorescence polarization, HTS | recombinant HTRA1, FP-rhodamine activity-based probe | AID 504803, 2011 | 0.5% of 340,000 active | inhibition, % at 5.96 µM | Q92743; in the data active = inhibition above about 36%;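 also: 0% = enzyme with DMSO and 100% = wells lacking enzyme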
Target sequence (Q92743 whole entry, looked up): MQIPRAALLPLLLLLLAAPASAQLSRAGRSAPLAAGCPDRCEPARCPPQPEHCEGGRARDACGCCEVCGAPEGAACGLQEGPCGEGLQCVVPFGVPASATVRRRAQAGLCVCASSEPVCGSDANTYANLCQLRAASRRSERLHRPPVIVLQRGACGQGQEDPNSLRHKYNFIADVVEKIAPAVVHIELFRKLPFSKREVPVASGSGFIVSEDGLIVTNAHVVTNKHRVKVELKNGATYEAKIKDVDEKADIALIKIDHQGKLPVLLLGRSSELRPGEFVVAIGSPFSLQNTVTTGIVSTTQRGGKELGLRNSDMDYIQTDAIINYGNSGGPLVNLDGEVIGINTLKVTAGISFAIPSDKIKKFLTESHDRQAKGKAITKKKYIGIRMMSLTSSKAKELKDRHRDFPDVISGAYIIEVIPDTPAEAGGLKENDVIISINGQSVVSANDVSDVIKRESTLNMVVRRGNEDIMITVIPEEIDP
mABHD4 FP: ABHD4 inhibitors, primary screen, biochemical, fluorescence polarization, mouse | 0.54% of 370,000 active | purified mABHD4, FP-Rh probe fluorescence polarization | inhibition, % at 8.92 µM | AID 720543, 2013;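 active = inhibition exceeding the mean over every tested compound plus 3 SD, cut at about 30% in these data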;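 also: 0% = plate median of compound wells and 100% = S159A mutant with DMSO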
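Doses – 8.92 µM, single dose · Material – wild-type mouse ABHD4 protein · Replication – single well per compound (singlicate) · Measure – percent inhibition of probe binding, normalized to plate controls · Schedule – 45 min compound pre-incubation plus 60 min probe step, 25 °C · Detection – fluorescence polarization with parallel and perpendicular emission, 525/598 nm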
NR1D1 modulator: modulators of Rev-erb alpha DNA binding, primary screen, biochemical, FITC-DNA, fluorescence polarization, uHTS; AID 1259318, 2017; Nuclear receptor subfamily 1 group D member 1 (Homo sapiens), P20393; Rev-erbα–FITC-DNA binding, 90 min; activity, % at 10 µM; 0.79% of 370,000 active;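 active = activity above about 14%, limit read from the data; passing the limit was not always enough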;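 also: 0% = DMSO wells with 35 nM protein and 100% = DMSO wells with 750 nM protein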
Target sequence (P20393 whole entry, looked up): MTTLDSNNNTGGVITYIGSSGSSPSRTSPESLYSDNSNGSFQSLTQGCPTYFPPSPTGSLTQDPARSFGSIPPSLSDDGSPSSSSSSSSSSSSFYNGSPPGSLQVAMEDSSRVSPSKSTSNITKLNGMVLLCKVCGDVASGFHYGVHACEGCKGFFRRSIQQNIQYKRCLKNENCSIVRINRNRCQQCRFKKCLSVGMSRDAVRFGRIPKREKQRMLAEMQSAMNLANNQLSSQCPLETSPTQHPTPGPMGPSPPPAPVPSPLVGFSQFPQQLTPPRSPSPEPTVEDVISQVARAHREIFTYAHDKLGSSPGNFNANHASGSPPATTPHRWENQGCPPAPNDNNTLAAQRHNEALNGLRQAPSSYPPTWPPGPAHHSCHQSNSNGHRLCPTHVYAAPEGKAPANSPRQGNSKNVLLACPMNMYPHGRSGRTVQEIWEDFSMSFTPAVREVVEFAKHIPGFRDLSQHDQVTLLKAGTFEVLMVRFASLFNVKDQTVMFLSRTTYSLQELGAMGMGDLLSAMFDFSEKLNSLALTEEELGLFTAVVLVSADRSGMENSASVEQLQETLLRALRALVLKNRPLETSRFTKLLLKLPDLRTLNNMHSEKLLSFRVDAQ
TDP2 inh: human TDP2 enzyme inhibitors, primary screen, biochemical, epi absorbance, recombinant enzyme | Tyrosyl-DNA phosphodiesterase 2 (Homo sapiens), O95551 | T5PNP hydrolysis, p-nitrophenol absorbance 415 nm | inhibition, % at 12.8 µM | 0.34% of 370,000 active | AID 720702, 2013;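 active = inhibition above the mean of all tested compounds plus 3 SD, set per campaign, cut at about 25% in these data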;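 also: 0% = DMSO with enzyme and 100% = buffer with substrate but no TDP2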
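Incubation: 2 h at 37 °C; Test system: recombinant human TDP2; Quantity: enzyme 120 nM; Read-out basis: percent inhibition; Medium: 50 mM Tris-HCl pH 7.5 with Mg2+, KCl, DTT, BSA; Repeats: single replicate; Compound: 12.8 µM single point, 1% DMSO; Signal: epi absorbance; Reagent: 5 mM T5PNP chromogenic substrate; Benchmarks: no-enzyme high, DMSO-plus-enzyme low.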
rCAG binder: binders of r(CAG) RNA repeats, primary screen, biochemical, fluorescence | inhibition, % at 3 µM | r(CAG) RNA repeat, TO-PRO-1 dye displacement fluorescence | 1.3% of 370,000 active;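 active = inhibition above the plate cutoff, the mean of all test compounds on that plate plus 3 SD, cut at about 35% in these data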;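 also: 0% = DMSO alone and 100% = 100 µM mitoxantrone as full dye displacement; higher means more dye released from RNA so lower well fluorescence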
PG9 binder: binders of HIV-1 gp120 antibody PG9, primary screen, biochemical, TR-FRET; HIV-1 gp120 / PG9 antibody interaction; TR-FRET gp120-PG9 antibody binding; inhibition, % at 6.7 µM; 0.43% of 360,000 active; AID 624416, 2012; in the data active = inhibition above about 8.5%
Starred values were filed as active, the others as inactive; x = not tested or not shown. These rows are one share of the data; rates above refer to the full screens.

Preview:
SMILES	TCR-CD3 inh	SIAE primary	LEDGF integ inh	PRMT1 inh	HTRA1 inhibitor	mABHD4 FP	NR1D1 modulator	TDP2 inh	rCAG binder	PG9 binder
CCSc1nc(N2CCCCC2)c2c(c1C#N)CCCC2	-6	-4	-8	-3	2	-9	18	-15	2	2.8
CCOC(=O)c1cnn(-c2cc(C)cc(C)c2)c1N	2	0	2	1	-10	3	3	4	-9	-0.5

Results (from the top)
SMILES	TCR-CD3 inh	SIAE primary	LEDGF integ inh	PRMT1 inh	HTRA1 inhibitor	mABHD4 FP	NR1D1 modulator	TDP2 inh	rCAG binder	PG9 binder
CCSc1nc(N2CCCCC2)c2c(c1C#N)CCCC2	-6	-4	-8	-3	2	-9	18	-15	2	2.8
CCOC(=O)c1cnn(-c2cc(C)cc(C)c2)c1N	2	0	2	1	-10	3	3	4	-9	-0.5
CC(C)NC(=S)N1CCN(C(c2ccccc2)c2ccccc2)CC1	-3	-5	-1	0	-6	0	0	9	-4	0.1
CS(=O)(=O)N(CC(=O)NCCSC1CCCCC1)c1ccc2c(c1)OCO2	0	6	2	-1	-13	0	-12	-10	-8	-4.4
CN(C)S(=O)(=O)c1ccc(C(=O)NCC(c2cccs2)N2CCOCC2)cc1 (configuration not stated)	-6	3	-1	0	0	-1	-1	-3	0	0.1
CN(CC(=O)Nc1ccc(Cl)c(C(F)(F)F)c1)C(=O)c1ccc(OCC2CCCO2)cc1 (configuration not stated)	5	-8	0	-6	-20	-11	-4	7	-2	2.3
Cc1ccc(S(=O)(=O)N(CCCc2c(C)nc[nH]c2=O)c2ccccc2)cc1	2	0	0	-2	0	-4	3	2	0	0.4
Cc1cc(C(F)(F)F)nn1CC(=O)NNC(=S)NCC(C)C	-5	1	1	1	-2	0	5	-2	0	2.1
O=C(NCC1CCCO1)c1ccc2c(c1)N(Cc1ccccc1)CCS2 (configuration not stated)	3	10	3	0	-1	0	-2	2	-6	2.0
CCC(=O)Nc1sc2c(c1C(N)=O)CCC2	2	5	0	2	1	-10	1	-3	2	0.1
Cc1cc2nnc(SCC(=O)NCc3cccs3)n2c(N)n1	1	4	6	-4	4	-1	1	-7	-1	-6.3
COc1ccc(OC)c(NC(=O)CSc2ccc(-c3ccco3)nn2)c1	2	11	-1	17	-3	5	-4	3	8	-3.4
CNC(=O)c1nc[nH]c1C(=O)NC	11	-6	0	1	-3	5	-2	12	1	0.2
O=C(COC(=O)c1ccc(F)c(S(=O)(=O)N2CCOCC2)c1)NC1CC1	-8	4	-6	2	3	6	-2	3	1	0.2
COc1ccc(C)cc1N	-4	-4	0	3	x	-4	8	2	0	-1.9
C(CNC1C2CC3CC(C2)CC1C3)CN1CCOCC1 (configuration not stated)	-6	-6	3	3	10	4	-1	2	-2	1.0
O=S(=O)(c1cccc2nsnc12)N1CCN(c2ccccc2F)CC1	8	-1	2	-3	-3	-8	-5	4	0	-1.1
O=C(Nc1ccc(N2CCCC2)cc1)c1cccc(F)c1	-10	18*	-1	4	26	9	-2	-11	14	-3.8
Cc1nc2cc(NC(=O)CCS(=O)(=O)c3ccccc3)ccc2s1	-3	2	-1	1	-5	-1	-2	5	0	0.1
COc1cccc(NC(=O)c2csc3c2CCCC3)c1	-4	-4	3	-3	-20	-18	-1	-18	3	-1.5
Cn1cc(Br)c(C(=O)Nc2c(F)c(F)c(F)c(F)c2F)n1	-7	6	-6	1	6	2	-1	0	4	-2.1
CCn1cc(CN2CCC(Oc3ccc(C(=O)N4CCCCC4)cc3)CC2)cn1	0	1	2	-3	4	-1	-2	-14	-6	-1.4
Cc1ccc(-n2c(C)nc3oc4ccccc4c(=O)c3c2=O)cc1	12	-7	1	2	-6	5	-36	1	20	2.6
CN(CC(=O)NC(=O)NCc1ccccc1)Cc1ccc(Cl)cc1	-7	6	-3	0	-6	-4	-5	-4	-5	0.1
CCc1cc2c3c([nH]c2cc1S(=O)(=O)NCCCOC)CC(C)(C)CC3=O	6	0	3	-2	-1	-2	-1	-1	0	-0.2
Cc1ccc(C(=O)O)cc1NC(=O)c1cccs1	0	6	-3	3	3	-7	-7	0	-5	2.2
O=C(c1ccc(F)cc1)C1CCN(S(=O)(=O)c2ccccc2)CC1	-3	-1	-2	7	-4	-4	2	-3	-4	-0.9
COc1ccccc1C(=O)N1CCN(C(=O)c2oc3c(C)c(C)ccc3c2C)CC1	-3	1	3	-3	-4	-6	-3	3	1	-2.8
Nc1ccccc1Sc1c[nH]c2ccccc12	-3	9	1	-1	1	5	-5	14	6	-0.7
Cc1c(Cl)cccc1NC(=O)CNc1cccc(S(=O)(=O)N(C)C)c1	10	5	1	0	-3	-2	0	4	-1	-1.8
COc1ccc(S(=O)(=O)N2CCOCC2)cc1NC(=O)c1c(-c2ccccc2)noc1C	3	2	0	-4	-8	-3	-2	2	3	-2.0
COc1cccc(C2Nc3ccccc3NC3=C2C(=O)CC(C)(C)C3)c1 (configuration not stated)	-5	-4	0	1	12	17	-4	5	-3	-2.6
COc1ccc(CN2CCCC(N3CCN(c4ccc(OC)cc4)CC3)C2)cc1 (configuration not stated)	-5	4	0	-3	3	-1	-3	-4	-9	-1.1
CCOc1ccc(C(=O)N2CCN(c3ccccc3)CC2)cc1OCC	1	-1	1	0	2	5	0	-1	-1	-0.5
CCOc1ccc(NC(=O)CSc2nc(=O)n(CCCN3CCOCC3)c3c2CCC3)cc1	9	4	2	-4	-2	5	-2	-7	-8	-1.7
COc1ccc(N(CC(=O)Nc2cccc(C)c2C)S(=O)(=O)c2c(C)[nH]c(=O)[nH]c2=O)cc1	5	4	3	-5	-1	-1	-2	9	9	0.2
Clc1cccc(CSc2ncnc3sc4c(c23)CCCC4)c1	x	-1	-3	-1	x	0	1	0	3	x
Cn1c(CSc2nc3ccccc3n2C)nc2ccccc21	6	-4	0	-1	-7	2	5	2	-4	-1.1
Cc1ccc(-c2nnn(CC(=O)NCc3ccccc3)n2)c(-n2cnnn2)c1	-7	10	-1	1	1	7	3	3	0	-2.0
Cc1ccc(OCC(=O)N/N=C/C=C/c2ccco2)cc1	1	2	5	14	3	11	2	-2	18	-2.3
CCC(=O)N(CCN1CCOCC1)Cc1cc2cc3c(cc2nc1Cl)OCO3	-8	0	1	0	1	1	-4	10	-3	-1.1
CCn1c(COc2cccc(C)c2C)nnc1SCC(=O)N1CCN(c2ccc(OC)cc2)CC1	-4	2	-1	0	3	-5	8	-9	5	-0.3
COC(=O)c1cccc(-n2c(C)cc(C=O)c2C)c1C	13	-4	-1	-2	0	-1	-4	1	3	-1.0
CCc1ccc(C2=NN(S(C)(=O)=O)C(c3cccs3)C2)cc1 (configuration not stated)	0	-3	2	-3	-23	-16	0	11	3	-0.9
O=C(CN1C(=O)CCC1=O)NCC12CC3CC(CC(C3)C1)C2	-1	0	-1	0	2	-1	9	-11	1	0.2
Cc1cc(-c2nnc3n2N=C(c2ccc(-c4ccccc4)cc2)CS3)n[nH]1	-1	-20	1	5	-83	-60	-1	-9	18	1.5
CSc1nn2c(C(F)(F)F)cc(C(F)(F)F)nc2c1C(=O)O	-7	2	0	0	11	3	-9	3	1	-0.2
Cc1ccc(-c2nnn(CC(=O)N(CCCO)C(C(=O)NC3CCCC3)c3ccc(Cl)cc3)n2)o1 (configuration not stated)	6	-6	-1	-2	-7	-7	-4	0	3	-0.1
Nc1ncnc2nc(SCC(=O)Nc3ccccc3F)[nH]c12	-3	-3	0	-2	-4	-1	-3	4	3	-1.9
CC(C)c1cccc(C2=CC(=O)C[C@H](c3ccc(F)cc3)C2)c1	3	1	-1	-2	-28	-1	-2	1	-2	0.5
Cc1cc(C)c(NC(=O)CN2C(=O)NC3(CCCc4ccccc43)C2=O)c(Cl)c1 (configuration not stated)	1	0	-2	-1	-4	1	0	6	-4	0.4
O=C(NC1CCN(Cc2ccccc2)C1)c1cccc(S(=O)(=O)N2CCOCC2)c1 (configuration not stated)	1	2	4	-7	-1	2	-5	2	-3	-2.4
COc1cccc(CN2CCC2(C)C(=O)NCCc2ccccn2)c1OC (configuration not stated)	0	-4	5	-6	x	-2	0	-13	0	3.0
Cc1cc[n+]2n1CC(O)C2 (configuration not stated)	0	5	-2	0	x	2	1	-6	1	0.1
c1ccc(-c2ncc(CSc3nncn3-c3ccccc3)s2)cc1	2	-2	-1	-1	-10	-6	-2	0	-6	-0.3
COc1ccc(C2CC(c3cc(Br)ccc3F)n3nnnc3N2)cc1 (configuration not stated)	3	-4	1	-3	-9	-2	3	0	0	-0.1
CC1=NN(c2nc(N)nc(/C(C#N)=C/c3ccc([N+](=O)[O-])o3)n2)C(C)(C)C1	-2	-9	4	5	-3	-1	1	1	7	-0.8
S=c1[nH]nc(COc2cccc(Cl)c2)n1Cc1ccccc1	1	6	1	8	-8	-7	-1	0	14	1.1
O=C(Nc1ccccc1-c1ccccc1)NC1CC2CCCC(C1)N2Cc1ccc(F)cc1 (configuration not stated)	-4	-5	-4	1	1	5	3	0	1	-0.4
O=C(C1=NN[C@@H]2C(=O)N(c3cccc(F)c3)C(=O)[C@H]12)c1ccc2ccccc2n1	1	-2	-2	1	-10	1	7	17	14	1.1

The list goes on.
SMILES	TCR-CD3 inh	SIAE primary	LEDGF integ inh	PRMT1 inh	HTRA1 inhibitor	mABHD4 FP	NR1D1 modulator	TDP2 inh	rCAG binder	PG9 binder
CSc1ccc(-c2nc(CSCC(=O)NCCCN3CCOCC3)c(C)o2)cc1	-3	0	-2	0	2	-6	4	-6	-7	0.7
Cc1ccc(C)c(Nc2ncnc(N)c2[N+](=O)[O-])c1	4	-2	-3	1	1	-3	2	-4	-1	0.2
CN(CC(=O)NCCc1ccc(S(N)(=O)=O)cc1)CC(=O)Nc1ccccc1C(F)(F)F	8	1	0	-1	6	3	-2	3	5	0.1
O=S(=O)(Cc1ccccc1)c1cnc2ccccc2n1	-2	-2	13	0	-1	3	-1	-12	1	-0.6

In a second layout: 2 of the compounds above.
Cc1ccc(C)c(Nc2ncnc(N)c2[N+](=O)[O-])c1
  TCR-CD3 inh: 4; SIAE primary: -2; LEDGF integ inh: -3; PRMT1 inh: 1; HTRA1 inhibitor: 1; mABHD4 FP: -3; NR1D1 modulator: 2; TDP2 inh: -4; rCAG binder: -1; PG9 binder: 0.2
CN(CC(=O)NCCc1ccc(S(N)(=O)=O)cc1)CC(=O)Nc1ccccc1C(F)(F)F
  TCR-CD3 inh: 8; SIAE primary: 1; LEDGF integ inh: 0; PRMT1 inh: -1; HTRA1 inhibitor: 6; mABHD4 FP: 3; NR1D1 modulator: -2; TDP2 inh: 3; rCAG binder: 5; PG9 binder: 0.1
